p53 reactivator = mutant p53 re-activation in reporter cells. H1299 p53-A138V BP100-luciferase reporter, luminescence, 24 h. AID 504706. Potency, µM (top dose mostly 92.2 µM), without a hit: top-dose activity change, positive = activation, usual class: activators. 0.063% of 320,000 active; further: potency means the concentration at half of the fitted maximal effect; % of control where 0% means no effect; nearly all actives have a fitted effect of over 45% in size
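H1299 (p53-null), stable ts p53-A138V + BP100-Luc; 1000 cells/well, Opti-MEM/10% FBS; cpd 4 pt, 1:5; 24 h, 37 deg C, 5% CO2; detection reagent 10 min RT; luminescence.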
BRCA1 expr act = BRCA1 expression activation. MCF7-BRCA1-FFLuc reporter, luminescence, 48 h; response scale: scaled: vehicle 0%, 10 µM genistein 100%. AID 624202. 1.1% of 380,000 active. Potency, µM (series often up to 46.1 µM), inactives show top-dose activation, most hits filed as activators; further: potency means the concentration at half of the fitted maximal effect; nearly all actives have a fitted effect of over 80% in size; some results filed as inactive show a strong effect at the top dose
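MCF7 cells carrying a BRCA1-firefly luciferase reporter (2000 cells/well, phenol-red free MEM) were attached for 2 h at 37 °C, then given compounds for 48 h. Luminescence was read 15 min after luciferase reagent; activity normalized to genistein (10 microM) and DMSO.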
B2AR arrestin = beta2AR (human) beta-arrestin recruitment activity | beta-arrestin recruitment to beta2AR, cell-based reporter | Potency, µM (doses to about 46.1 µM), without a hit: at the top dose activation, hits mostly activators | 0.02% of 330,000 active;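 further: potency means the concentration at half of the fitted maximal effect; 0% = DMSO controls and full agonism = EC100 isoproterenol or metaproterenol; nearly all actives have a fitted effect of over 65% in size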
PTAP TSG101 blk = blocks PTAP/TSG101 interaction to inhibit HIV-1 budding | Q99816 | Fluorescence polarization, FITC-PTAP peptide / Tsg101 binding | Potency, µM (top dose mostly 115 µM), for inactives: at the highest dose activity change, negative = inhibition, most hits filed as inhibitors | 340,000 tested, under 10 active | AID 493005; active means well fitted inhibition curve with a large enough effect in the main read-out, with a control signal flat, not every such curve was filed as active; inconclusive means small, poorly fitted or top-dose-only effect, or effect the other way, or a change in a side signal; inactive means no such curve, though single readings can be large or run the other way; further: potency means the concentration at half of the fitted maximal effect; % of control where 0% means no effect
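FP read-out: FITC-PTAP peptide, 50 nM final, binding Tsg101 binding domain, 10 uM final; 20 min, r.t.; 10 mM HEPES pH 7.5, 0.15 M NaCl, 0.01% Tween 20, 3 mM EDTA, 0.1 mM TCEP.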
ASM inhibitor = inhibitors of human secretory acid sphingomyelinase | P17405 | 0.006% of 340,000 active | Potency, µM (titrated, usually from 57.5 µM), for the others: at the highest dose activity change, negative = inhibition, actives largely listed as inhibitors | placental ASM, HMU-PC fluorogenic substrate, 60 min; further: potency means the concentration at half of the fitted maximal effect
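Fluorescence read-out (Ex 386 nm, Em 447 nm) after stopping the reaction at pH 10. Enzyme: ASM from human placenta; substrate HMU-PC0, 9 uM final; 60 min, 37 °C. Compound preincubation 10 min, ambient temperature.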
uPA surface inh = blocks generation of uPA at the cell surface | cell surface uPA generation assay, qHTS | Potency, µM (top dose mostly 38.3 µM), for the others: at the highest dose activity change, negative = inhibition, actives largely listed as inhibitors | 0.31% of 330,000 active; active means well fitted inhibition curve with a large enough effect; inconclusive means small, poorly fitted or top-dose-only effect; inactive means no such curve, though single readings can be large or run the other way; tested in mouse RAW 264.7 cells; further: potency means the concentration at half of the fitted maximal effect; on the % scale 0 is the no-effect control and ±100 the full control effect; nearly all actives have a fitted effect of over 55% in size
Integrin act MD = activates integrin-mediated alleviation for muscular dystrophy | alpha7betagal myoblasts, beta-gal FDG fluorescence, 48 h | Potency, µM (doses to about 38.3 µM), for inactives: top-dose activation, most hits filed as activators | 0.064% of 350,000 active;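 further: potency means the concentration at half of the fitted maximal effect; 100% = response of the positive control SU9516; nearly all actives have a fitted effect of over 60% in size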
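alpha7betagal+/- myoblasts (passage 13, 250/well) treated 48 h at 37C with compounds at 1:260 dilution of DMSO stock. Lysed, then beta-galactosidase activity read as FDG fluorescence (ex 480/em 540) after 30 min, with pre-read for autofluorescence.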
Eya2 phos inh = Eya2 (human) phosphatase inhibition; O00167; Potency, µM (top dose mostly 76.9 µM), without a hit: top-dose activity, negative = inhibition, actives largely listed as inhibitors; recombinant Eya2, OMFP fluorescence dephosphorylation (OMFP is methylfluorescein phosphate); 0.006% of 330,000 active; further: potency means the concentration at half of the fitted maximal effect; on the % scale 0 is the no-effect control and ±100 the full control effect
Target sequence (O00167 whole entry, looked up): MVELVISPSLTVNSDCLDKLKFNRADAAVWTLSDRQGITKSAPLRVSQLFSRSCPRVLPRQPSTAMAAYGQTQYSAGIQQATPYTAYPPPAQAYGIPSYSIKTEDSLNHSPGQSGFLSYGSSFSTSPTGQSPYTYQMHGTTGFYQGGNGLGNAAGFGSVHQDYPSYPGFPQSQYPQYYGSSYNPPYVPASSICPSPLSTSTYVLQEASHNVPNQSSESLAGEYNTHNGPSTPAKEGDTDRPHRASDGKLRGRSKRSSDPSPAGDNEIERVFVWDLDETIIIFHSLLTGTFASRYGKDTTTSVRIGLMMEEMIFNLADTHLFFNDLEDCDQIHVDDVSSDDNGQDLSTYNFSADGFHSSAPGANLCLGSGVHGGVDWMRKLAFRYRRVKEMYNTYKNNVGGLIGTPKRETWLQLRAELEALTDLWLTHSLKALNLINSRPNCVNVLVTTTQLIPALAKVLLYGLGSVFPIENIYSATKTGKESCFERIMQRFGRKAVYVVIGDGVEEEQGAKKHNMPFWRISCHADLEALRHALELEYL
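Eya2 protein (added as 0.2 uM solution) was preincubated with compound for 10 min at ambient temperature in 50 mM HEPES pH 7.5, 50 mM NaCl, 5 uM MgCl2, 0.05% BSA, 1 mM DTT. OMFP (added at 50 uM) then reacted 10 min; fluorescence read at 485/525 nm.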
USP2a block = blocks human ubiquitin-specific protease USP2a | USP2 core, Ub-CHOP2 coupled fluorogenic reporter, 485/531 | 0.01% of 330,000 active | Potency, µM (series often up to 38.3 µM), inactives show at the top dose activity change, negative = inhibition, hits mostly inhibitors;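 further: potency means the concentration at half of the fitted maximal effect; plate controls were DMSO wells for no effect and full inhibition by NEM control for full effect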
Target sequence (O75604 whole entry, looked up): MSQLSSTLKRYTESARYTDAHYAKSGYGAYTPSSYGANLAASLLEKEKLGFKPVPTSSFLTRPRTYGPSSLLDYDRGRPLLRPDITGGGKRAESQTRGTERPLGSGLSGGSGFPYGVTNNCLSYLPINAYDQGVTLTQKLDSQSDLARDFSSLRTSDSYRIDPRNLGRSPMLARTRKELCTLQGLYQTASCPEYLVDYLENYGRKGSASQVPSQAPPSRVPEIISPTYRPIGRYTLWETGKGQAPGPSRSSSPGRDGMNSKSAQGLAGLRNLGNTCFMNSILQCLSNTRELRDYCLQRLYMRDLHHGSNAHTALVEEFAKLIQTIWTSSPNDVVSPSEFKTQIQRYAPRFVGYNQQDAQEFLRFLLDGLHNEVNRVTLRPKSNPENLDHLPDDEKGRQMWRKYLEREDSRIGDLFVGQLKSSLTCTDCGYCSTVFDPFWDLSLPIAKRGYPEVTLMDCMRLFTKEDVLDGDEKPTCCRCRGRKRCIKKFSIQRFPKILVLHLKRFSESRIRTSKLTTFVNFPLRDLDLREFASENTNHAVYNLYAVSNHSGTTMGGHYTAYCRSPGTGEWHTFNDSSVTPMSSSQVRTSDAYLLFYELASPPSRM
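USP2 core (10nM final) preincubated 30min RT with compound in 20mM Tris-HCl pH 8.0, 2mM CaCl2, 2mM beta-mercaptoethanol, 0.05% CHAPS; 25nM Ub-CHOP2 plus 25nM reporter substrate added, fluorescence (Ex485/Em531) read after 60min.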
TRPV1 ag = agonists of human vanilloid receptor 1 (TRPV1) | Q8NER1 | TRPV1-expressing cells, Fluo-8 calcium influx, agonist mode | activation, % at 8.33 µM | 0.19% of 320,000 active | AID 540275; in the data active means activation above about 80%; inconclusive means between about 30% and that limit; further: 0% is about no effect
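Cells expressing TRPV1 were dye-loaded with Fluo-8 and read kinetically: 10 s baseline, 3 min after compound (agonist portion), then 2 min after EC20 capsaicin (allosteric enhancer portion). Calcium-bound dye fluorescence at 480/520 nm.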
ELG1 genotoxic = inducers of genotoxicity in HEK293T ELG1-luciferase cells. HEK293T ELG1-luciferase reporter, luminescence, 16 h. Potency, µM (doses to about 46 µM), for inactives: at the highest dose activity change, positive = activation, actives largely listed as activators. 1.3% of 330,000 active. AID 504466; further: potency means the concentration at half of the fitted maximal effect; % of control where 0% means no effect; nearly all actives have a fitted effect of over 60% in size
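After overnight (16 hr) compound treatment at 37 °C, ELG1-luciferase HEK293T cells were lysed with ONE-Glo; luminescence quantified 30 min later at room temperature.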
Active calls of the source: *; i = inactive; ? = inconclusive; / = not tested or not shown; [ ] = dose if it differs, or a comment. Unless noted, the call rests on the fitted dose curve; in most records, active means well fitted curve in the direction sought with a large enough effect; inconclusive means small, poorly fitted or top-dose-only effect, or another doubt; inactive means no such curve, though single readings can be large; an effect the other way counts as inactive or inconclusive. Rows are unselected; any-hit rate near 2.6%.

SMILES	p53 reactivator	BRCA1 expr act	B2AR arrestin	PTAP TSG101 blk	ASM inhibitor	uPA surface inh	Integrin act MD	Eya2 phos inh	USP2a block	TRPV1 ag	ELG1 genotoxic
Cc1cc(-c2ccccc2)[nH]c(=O)c1S(=O)(=O)c1ccc(Cl)cc1	1%	-13%	-1.0%	-3%	283%[activator]	-1%	6%	-17%	-1%	/	5%
CC1Cc2ccccc2N1Cc1nc2cc(C(F)(F)F)ccc2c(=O)[nH]1 (stereo unspecified)	0%	-68%	0.4%	1%	-6%	1%	-15%	4%	4%	1	-6%
Cc1ccc(-c2nn(-c3ccccc3)cc2/C=C(\C#N)c2cccc(C#N)c2)o1	8%	-33%	-0.1%	3%	24%	1%	-11%	4%	1%	1	-1%
COc1ccc(/C=C2\SC(=S)N(CCC(=O)Nc3cccc(C(=O)O)c3)C2=O)cc1OC	3%	18%	-0.6%	-10%	-10%	-25%	0%	-27%	-3%	-2	-2%
Cc1ccc(-c2nnn(CC(=O)N(Cc3cccs3)C(C(=O)NC3CCCC3)c3ccco3)n2)o1 (stereo unspecified)	-15%	-3%	-0.5%	0%	2%	-2%	13%[7.66 µM]	9%	2%	2	2%
CCn1c(=O)c([N+](=O)[O-])c(N2CCSCC2)c2ccccc21	-3%	-37%	8.4%	1%	-4%	-7%	-7%	15%	-1%	?	-7%
CCc1cccc(CC)c1N(COC)C(=O)Cn1c(C(C)O)nc2ccccc21 (stereo unspecified)	-11%	-2%	-0.7%	-1%	-1%	-14%	4%	-3%	-1%	2	-5%
COc1ccc(CCNc2ncnc3sccc23)cc1OC	-7%	-37%	0.1%	1%	5%	-3%	-48%[inhibitor]	-23%	-1%	9	-12%
O=C(NCCS(=O)(=O)N1CCN(c2cccc(Cl)c2)CC1)C1CC1	3%	-2%	-0.2%	-1%	1%	1%	5%	-7%	2%	8	-12%
Cc1ccc(C)c(C(C)NC(=O)c2ccc(Br)o2)c1 (stereo unspecified)	-2%	-25%	-0.5%	-1%	4%	-3%	0%	0%	3%	23	-6%
O=C(O)C1=C[C@@H](c2ccccc2)C[C@@H](OCc2ccc(CO)cc2)O1	3%	8%	0.1%	-3%	0%	-2%	-1%	19%	-2%	2	7%
CCSc1nnc(Cc2cc(=O)[nH]c(=O)[nH]2)n1-c1ccc(Cl)cc1	3%	1%	-0.2%	0%	1%	-3%	12%	-2%	1%	-3	0%
Cc1ccccc1OCC(=O)NC(=S)Nc1ccc(N2CCCC2)cc1	2%	-9%	0.3%	-1%	-2%	-4%	-32%	-12%	3%	4	-3%
COC(=O)c1sccc1NC(=O)Nc1cccc(C)c1C	1%	8%	-0.7%	-6%	-1%	2%	7%	10%	-1%	17	2%
COc1cc(SC)ccc1C(=O)NNC(=O)c1cc(C)oc1C	6%	?	-1.7%	-3%	-1%	-11%	19%	-9%	1%	-6	?
O=S(=O)(c1ccccc1)c1nc(-c2ccco2)oc1NCCCn1ccnc1	8%	-31%	-0.4%	-14%	2%	-2%	-4%	3%	1%	-2	4%
CCn1ncc(Br)c1C(=O)Nc1ccc(C(C)C)cc1	10%	19%	-0.9%	-1%	-5%	-1%	33%	4%	-1%	2	11%
CCOc1cccc(OCCNC2CCCC2)c1	-2%	-20%	0.1%	-6%	4%	-1%	?	4%	1%	-2	-3%
c1ccc(C2Nc3ccccc3-c3nc4ccccc4n32)cc1 (stereo unspecified)	?	20%	0.3%	0%	i	-2%	17%	3%	-1%	4	?
COc1ccc(S(=O)(=O)Nc2cccc3c2O[C@H](CN(C)C(=O)Nc2ccccc2)[C@@H](C)CN([C@H](C)CO)C3=O)cc1	4%	5%	0.2%	-8%	1%	23%	-14%	-10%	2%	/	5%
CCCc1nc2ccccc2n1CCc1ccccc1	0%	-2%	-0.4%	-3%	2%	-5%	16%	-8%	3%	?	-1%
O=C(NN=Cc1cc(=O)[nH]c(=O)[nH]1)c1ccncc1	/	0%	/	-2%	0%	4%	-7%	/	/	/	/
CCCNC(=O)Cn1nc(C)n2c(cc3cc(F)ccc32)c1=O	-2%	-23%	-0.5%	2%	4%	2%	23%	-1%	0%	-4	0%
COc1ccc(C(O)(c2ccccc2)C(C(=O)O)c2ccccc2)cc1 (stereo unspecified)	/	6%	/	-5%	-3%	3%	3%	/	/	/	/

Brought forward from above: two entries, followed by the next part.
SMILES	p53 reactivator	BRCA1 expr act	B2AR arrestin	PTAP TSG101 blk	ASM inhibitor	uPA surface inh	Integrin act MD	Eya2 phos inh	USP2a block	TRPV1 ag	ELG1 genotoxic
CCCNC(=O)Cn1nc(C)n2c(cc3cc(F)ccc32)c1=O	-2%	-23%	-0.5%	2%	4%	2%	23%	-1%	0%	-4	0%
COc1ccc(C(O)(c2ccccc2)C(C(=O)O)c2ccccc2)cc1 (stereo unspecified)	/	6%	/	-5%	-3%	3%	3%	/	/	/	/
CCOC(=O)CSCC(=O)Nc1nnc(-c2cccc([N+](=O)[O-])c2)s1	4%	-2%	-1.0%	0%	5%	-5%	-3%	-9%	0%	-6	-1%
COc1ccc(C2=NO[C@@H]3[C@@H]4C[C@@H]([C@H]5C(=O)N(C)C(=O)[C@@H]45)[C@H]23)c(OC)c1	-4%	0%	-0.2%	-6%	2%	2%	7%	7%	0%	0	2%
CCCCc1nnc(SCC(=O)Nc2nccs2)n1C	7%	4%	0.2%	-2%	-3%	3%	36%	1%	2%	1	0%
COc1ccc(C)cc1S(=O)(=O)N(CC(=O)Nc1cccc([N+](=O)[O-])c1)c1cc(C)cc(C)c1	4%	23%	0.2%	-4%	-5%	-2%	-4%	15%	-1%	15	-1%
CCC(NC(=O)Nc1cc(OC)c(OC)c(OC)c1)(C(F)(F)F)C(F)(F)F	6%	-44%	-0.5%	-8%	-4%	-1%	-1%	11%	0%	23	0%
CN1CCN(S(=O)(=O)c2cccc(C(=O)NCCOc3ccccc3F)c2)CC1	21%	44%	0.0%	1%	-5%	2%	20%	0%	1%	1	0%
CC(=O)NC1(NC(C)=O)CCN(C)CC1	3%	24%	0.0%	-10%	3%	-2%	3%	-1%	-1%	1	-2%
CN(c1ccc([N+](=O)[O-])cc1C(N)=O)C1CCCCC1	-2%	0%	0.1%	-2%	-8%	-1%	18%	-11%	2%	1	-10%
COc1ccc(NC(=O)C2CCCN(S(C)(=O)=O)C2)cc1Cl (stereo unspecified)	-3%	11%	-1.0%	-6%	0%	0%	1%	-11%	1%	-2	2%
CCOC(=O)/C=C1/SCC(=O)N1CCOc1cccc(Br)c1	/	-6%	/	-2%	-8%	2%	-2%	/	/	/	/
CCOc1ccccc1NC(=O)C1CCN(C(=O)C2CC(=O)N(c3ccc(C)cc3)C2)CC1 (stereo unspecified)	-5%	0%	-0.4%	-6%	0%	1%	-40%	7%	4%	-4	-3%
CN(C(=O)CSc1nnc(CN2CCCC2)n1Cc1ccccc1)c1ccccc1	-5%	-8%	2.8%	-1%	-1%	-3%	9%	2%	1%	-1	1%
Cc1ccc(S(=O)(=O)Oc2ccc(/C=C3\N=C(c4cccc(C)c4)OC3=O)cc2)cc1	-9%	25%	-0.1%	0%	12%	0%	35%	-11%	3%	5	-4%
O=C(CCC(=O)N1CCN(S(=O)(=O)c2cccc(F)c2)CC1)c1cccs1	-1%	3%	0.0%	-2%	-5%	-3%	13%	8%	4%	2	2%
CCN(CC)C(=O)C1CC(=O)N(c2ccc(F)c(Cl)c2)C1 (stereo unspecified)	-2%	-7%	-0.4%	-8%	6%	-1%	5%	-10%	2%	-4	4%
C#CCOCCOCCOCCNc1nc(N2CCN(C(=O)[C@H](CCC(=O)O)n3cc(C(N)CO)nn3)CC2)nc(N2CCN(C(=O)[C@H](CCC(=O)O)n3cc(C(N)CC(C)C)nn3)CC2)n1 (stereo partly specified)	-2%	/	-0.6%	/	/	/	/	2%	-1%	-4	3%
Cc1ccc(C(=O)N2CCN(Cc3ccc4c(c3)OCO4)CC2)o1	2%	-15%	0.2%	-3%	2%	-1%	3%	3%	-1%	12	0%
CCOC(=O)C1=C(C)Nc2ccccc2N=C1NC(=O)C1CCN(C(=O)c2ccccc2C)CC1	-6%	-8%	-0.3%	-3%	3%	-2%	-8%	3%	0%	/	-4%
O=C(O)Cn1c2c(c3ccccc31)CSc1ccc(Cl)cc1-2	21%	-11%	-0.2%	-7%	0%	-1%	7%	4%	0%	-1	-2%
CCCCCCCN1CCC(=O)N([C@H](CO)c2ccccc2)CC1	4%	6%	0.5%	-2%	2%	-7%	-25%	-5%	1%	-1	2%
CCc1ccc(NC(=O)c2ccc3ncsc3c2)cc1	10%	/	-0.3%	/	/	/	/	-23%	1%	86*	?
